Compound activity: PubChem BioAssay, National Center for Advancing Translational Sciences (NCATS)
a7 integrin act: qHTS for Activators of Integrin-Mediated Alleviation for Muscular Dystrophy | alpha7betagal myoblasts, beta-gal FDG fluorescence, 48 h | AID 624291, 2012 | hit rate 0.064% among 350,000 | Potency, µM (titrated, usually from 38.3 µM), inactives show at the highest dose activation, hits mostly activators;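 further: potency means the concentration at half of the fitted maximal effect; 100% = response of the positive control SU9516; nearly all actives have a fitted effect of over 60% in size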
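Alpha7betagal+/- myoblasts (passage 13) were plated 16-24 hr, then exposed to compounds (1:260 dilution of DMSO stock) for 48 hours at 37C. After MPER lysis, β-galactosidase reporter activity was read as FDG fluorescence (ex 480/em 540) after 30 minutes.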
BCR signal inh: qHTS Assay to Find Inhibitors of Chronic Active B-Cell Receptor Signaling; Potency, µM (series often up to 46.1 µM), without a hit: top-dose ratio change, negative = lower green/red ratio, most hits filed as inhibitors; hit rate 0.05% among 340,000; ABC-DLBCL IkBa-CBG/CBR reporter, luminescence ratio, 4 h; active means well fitted inhibition curve with a large enough effect in the signal ratio, with a control signal flat, not every such curve was filed as active; inconclusive means small, poorly fitted or top-dose-only effect, or effect the other way, or a change in a side signal; the % refers to the signal ratio;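 further: potency means the concentration at half of the fitted maximal effect; plate controls were basal doxycycline-induced cells for no effect and cells given 10 µM MG132 for full effect; MG132 reads +100%, hits lower the ratio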
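TMD8 human ABC-DLBCL cells with doxycycline-inducible IκBα–green luciferase fusion and unfused red luciferase, in 0.5% FBS medium; compounds up to 46 uM, 4 h at 37C. Green/red luminescence ratio, filter-overlap corrected, fitted to concentration-response curves.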
TSHR antagonist: Antagonists of the Thyroid Stimulating Hormone Receptor: HTS campaign. activity change, negative = inhibition, % at 11.5 µM. TSHR-expressing cells, TSH-stimulated cAMP HTRF, 2 h; hits give low values. AID 504810, 2011. hit rate 0.2% among 330,000;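 active means activity change below a set negative limit, meaning inhibition stronger than a set level, cut at about -70% in these data; inconclusive means activity change between two set negative limits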; further: on the % scale 0 is the no-effect control and ±100 the full control effect
Target sequence (P16473 whole entry, looked up): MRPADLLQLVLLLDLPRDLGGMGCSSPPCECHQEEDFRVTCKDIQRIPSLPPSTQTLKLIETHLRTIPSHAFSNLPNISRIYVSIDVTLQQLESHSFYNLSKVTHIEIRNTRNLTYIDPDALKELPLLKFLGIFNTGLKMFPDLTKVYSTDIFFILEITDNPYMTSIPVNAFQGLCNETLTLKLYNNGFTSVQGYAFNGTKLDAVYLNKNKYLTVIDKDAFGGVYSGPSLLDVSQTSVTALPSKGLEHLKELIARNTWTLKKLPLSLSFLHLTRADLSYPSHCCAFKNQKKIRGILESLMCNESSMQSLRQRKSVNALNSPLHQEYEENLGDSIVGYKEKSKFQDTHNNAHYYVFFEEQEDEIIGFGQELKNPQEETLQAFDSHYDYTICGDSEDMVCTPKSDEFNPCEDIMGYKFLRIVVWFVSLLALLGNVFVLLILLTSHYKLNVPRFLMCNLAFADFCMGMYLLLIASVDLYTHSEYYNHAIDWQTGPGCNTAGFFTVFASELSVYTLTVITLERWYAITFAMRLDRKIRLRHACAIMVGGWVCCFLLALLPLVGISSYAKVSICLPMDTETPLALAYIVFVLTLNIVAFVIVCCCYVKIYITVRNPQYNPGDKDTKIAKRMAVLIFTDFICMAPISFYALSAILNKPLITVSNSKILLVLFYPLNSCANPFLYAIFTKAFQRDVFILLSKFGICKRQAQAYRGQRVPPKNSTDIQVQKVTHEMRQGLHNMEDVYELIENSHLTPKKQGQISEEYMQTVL
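Cell-based HTRF cAMP assay; TSHR cells + compound, TSH EC80 (4nM final), 2 h, 37 deg C. Lysis with anti-cAMP cryptate and cAMP-d2, 30 min RT, read 665/620 nm.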
Mito fusion yeast: qHTS Assay for Small Molecule Inhibitors of Mitochondrial Division or Activators of Mitochondrial Fusion; Potency, µM (titrated, usually from 46.1 µM), without a hit: at the top dose growth rescue (activation), most hits filed as activators; S. cerevisiae fusion-defective mutant growth rescue, CellTiterGlo 48 h; hit rate 0.23% among 320,000;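 further: potency means the concentration at half of the fitted maximal effect; % of control where 0% means no effect; nearly all actives have a fitted effect of over 45% in size; temperature-sensitive fusion mutants such as fzo1-1 at 37 °C on non-fermentable ethanol glycerol medium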
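Growth-rescue viability read-out: after 48 h at the non-permissive 37C in glycerol/ethanol YPEG, yeast mitochondrial fusion mutants are measured by CellTiterGlo luminescence; compounds (23 nl pinned per well) restoring growth score as division inhibitors or fusion activators.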
A-T KAP1 phos: qHTS Assay for Identifying a Potential Treatment of Ataxia-Telangiectasia; Potency, µM (doses to about 57.5 µM), inactives show at the highest dose activation, usual class: activators; hit rate 0.19% among 320,000; […] A-T fibroblasts, KAP-1 phosphorylation AlphaLISA; neocarzinostatin DNA damage 30 min before lysis; further: potency means the concentration at half of the fitted maximal effect; % of control where 0% means no effect; nearly all actives have a fitted effect of over 45% in size
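ATM-like activity read as KAP-1 phosphorylation via AlphaLISA donor/acceptor antibody pairs after lysis and 6 hr at 25C. Cells were ATM-null patient fibroblasts ([…], hTERT), dosed 60 min, then exposed to the DSB inducer NCS for 30 min.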
Tb PFK inh: qHTS Assay to Find Inhibitors of T. brucei phosphofructokinase | ATP-dependent 6-phosphofructokinase (Trypanosoma brucei brucei), O15648 | T. brucei PFK, ADP-Glo luminescence | Potency, µM (titrated, usually from 57.5 µM), for the others: at the top dose activity, negative = inhibition, usual class: inhibitors | hit rate 0.17% among 330,000 | AID 485367, 2010;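 further: potency means the concentration at half of the fitted maximal effect; 0% = uninhibited 1x PFK enzyme wells and -100% = no-enzyme wells; nearly all actives have a fitted effect of over 60% in size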
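Compounds were pin-transferred as a titration series up to 57 uM into substrate buffer (0.5 mM F6P, 0.1 mM ATP, pH 8.0), then 1.25 nM PFK was added and reactions ran 45 min before ADP-Glo detection.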
ASM inhibitor: Inhibitors of Secretory Acid Sphingomyelinase (S-ASM): qHTS; Sphingomyelin phosphodiesterase (Homo sapiens), P17405; placental ASM, HMU-PC fluorogenic substrate, 60 min; Potency, µM (top dose mostly 57.5 µM), for the others: at the highest dose activity change, negative = inhibition, actives largely listed as inhibitors; hit rate 0.006% among 340,000; further: potency means the concentration at half of the fitted maximal effect
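Human placenta-derived ASM preincubated with compound 10 min at room temperature, then reacted with 9 uM (final) fluorogenic HMU-PC substrate for 60 min at 37 C. Stop solution raises pH to 10; fluorescence read at Ex 386/Em 447 nm.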
TSG101-PTAP inh: qHTS Assay for Iinhibitors of HIV-1 Budding by Blocking the Interaction of PTAP/TSG101. Tumor susceptibility gene 101 protein (Homo sapiens), Q99816. Fluorescence polarization, FITC-PTAP peptide / Tsg101 binding. Potency, µM (series often up to 115 µM), for the others: top-dose activity change, negative = inhibition, actives largely listed as inhibitors. 340,000 tested, under 10 active; active means well fitted inhibition curve with a large enough effect in the main read-out, with a control signal flat, not every such curve was filed as active; inconclusive means small, poorly fitted or top-dose-only effect, or effect the other way, or a change in a side signal; inactive means no such curve, though single readings can be large or run the other way; further: potency means the concentration at half of the fitted maximal effect; % of control where 0% means no effect
Target sequence (Q99816 whole entry, looked up): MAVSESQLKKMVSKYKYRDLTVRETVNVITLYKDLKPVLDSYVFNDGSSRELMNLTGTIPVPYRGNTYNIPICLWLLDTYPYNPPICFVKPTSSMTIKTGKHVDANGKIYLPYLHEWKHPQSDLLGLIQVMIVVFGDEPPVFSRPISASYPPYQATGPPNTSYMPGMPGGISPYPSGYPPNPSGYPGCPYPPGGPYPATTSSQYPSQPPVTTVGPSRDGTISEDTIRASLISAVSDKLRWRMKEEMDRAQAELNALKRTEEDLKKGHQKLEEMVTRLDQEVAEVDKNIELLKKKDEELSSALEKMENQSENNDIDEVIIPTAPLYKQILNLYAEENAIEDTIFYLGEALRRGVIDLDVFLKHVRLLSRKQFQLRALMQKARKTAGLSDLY
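Compounds were pin-transferred onto Tsg101 binding domain (10 uM final) in HEPES pH 7.5 buffer, then FITC-PTAP peptide was added at 50 nM final. After 20 min at RT, polarization reported peptide displacement across a qHTS concentration series.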
Eya2 phos inh: qHTS Assay for Inhibitors of the Phosphatase Activity of Eya2 | Potency, µM (doses to about 76.9 µM), for inactives: top-dose activity, negative = inhibition, actives largely listed as inhibitors | AID 488837, 2010 | hit rate 0.006% among 330,000 | recombinant Eya2, OMFP fluorescence dephosphorylation (OMFP is methylfluorescein phosphate); further: potency means the concentration at half of the fitted maximal effect; on the % scale 0 is the no-effect control and ±100 the full control effect
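Eya2 (0.2 uM) preincubated 10 min at ambient with compound, then OMFP substrate added at 50 uM; 10 min reaction in 50 mM HEPES pH 7.5, 50 mM NaCl, 5 uM MgCl2, 0.05% BSA, 1 mM DTT. Fluorescence read at Ex 485/Em 525 nm.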
TCR activator: Activators of T cell receptors: qHTS campaign. primary human leukocytes, anti-CD3, IL-2 HTRF, 48 h. Potency, µM (series often up to 9.22 µM), for inactives: at the top dose activation of IL-2 secretion, usual class: activators. 330,000 tested, under 10 active. AID 504894, 2011; further: % of control where 0% means no effect
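Human primary leukocytes + a-CD3 beads + cpd, 48 hr; IL-2 in supernatant by HTRF (ex 320nm / em 665nm). No co-stimulatory signal supplied.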
ELG1 repair inh: qHTS screen for small molecules that inhibit ELG1-dependent DNA repair in human embryonic kidney (HEK293T) cells expressing luciferase-tagged ELG1 | HEK293T ELG1-luciferase reporter, luminescence, 16 h; DNA damage induced by 5-fluorouridine | Potency, µM (highest dose often 46.1 µM), inactives show at the highest dose activity change, negative = inhibition, hits mostly inhibitors | hit rate 2.3% among 330,000; further: potency means the concentration at half of the fitted maximal effect; on the % scale 0 is the no-effect control and ±100 the full control effect; nearly all actives have a fitted effect of over 55% in size
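Step one: seed 2,000 cells per well. Step two: pin-transfer compound or DMSO alongside 5-fluorouridine. Step three: incubate 16 hr, 37 °C, 5% CO2. Step four: add ONE-Glo, wait 30 min, read luminescence.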
* marks the source's active call; other numbers are inactive results; [ ] = remark or other dose. Unless noted, the call rests on the fitted dose curve; in most records, active means well fitted curve in the direction sought with a large enough effect; inconclusive means small, poorly fitted or top-dose-only effect, or another doubt; inactive means no such curve, though single readings can be large; an effect the other way counts as inactive or inconclusive. Random draw from the library (roughly 3.2% active in at least one column).

Screening O=C(COC(=O)c1ccc(S(=O)(=O)NCc2ccco2)cc1)NCCC1=CCCCC1 returned a7 integrin act -23%, BCR signal inh 14%, TSHR antagonist -9, Mito fusion yeast 1%, A-T KAP1 phos -1%, Tb PFK inh -10%, ASM inhibitor -2%, TSG101-PTAP inh -1%, Eya2 phos inh -9% and ELG1 repair inh 0%.
`COc1ccc(NC(=O)c2ccc(CNS(=O)(=O)c3cccc(OC)c3)cc2)cc1` gave a7 integrin act 15%, BCR signal inh inconclusive, TSHR antagonist -5, Mito fusion yeast -1%, A-T KAP1 phos 1%, Tb PFK inh 2%, ASM inhibitor -1%, TSG101-PTAP inh -2%, Eya2 phos inh -10%, TCR activator -1% and ELG1 repair inh inconclusive.
For O=CNCc1nc2ccccc2n1CCc1ccccc1 the results were a7 integrin act 29%, BCR signal inh inconclusive, TSHR antagonist 11, Mito fusion yeast 4%, A-T KAP1 phos 2%, Tb PFK inh 0%, ASM inhibitor 4%, TSG101-PTAP inh -7%, Eya2 phos inh -5% and ELG1 repair inh 4%.
`O=C1CCCC2=C1C(c1cccs1)CC(=O)N2c1ccc(F)cc1` (centres undefined) gave a7 integrin act inconclusive, BCR signal inh 0%, TSHR antagonist 4, Mito fusion yeast 4%, A-T KAP1 phos 0%, Tb PFK inh 2%, ASM inhibitor -1%, TSG101-PTAP inh -1%, Eya2 phos inh -3%, TCR activator -2% and ELG1 repair inh -3%.
Cc1cc(-c2ccccc2)nc(SCc2ccc(C(=O)O)o2)n1 was read as a7 integrin act 23%, BCR signal inh 8%, TSHR antagonist -21, Mito fusion yeast -1%, A-T KAP1 phos -6%, Tb PFK inh 14%, ASM inhibitor 12%, TSG101-PTAP inh -17%, Eya2 phos inh -23%, TCR activator 4% and ELG1 repair inh 14%.
Screening COc1cc(O)c(C(CC(=O)N2CCCC2)c2ccc3c(c2)OCO3)c(OC)c1 (centres undefined) returned a7 integrin act 28%, BCR signal inh -3%, TSHR antagonist 8, Mito fusion yeast -1%, A-T KAP1 phos 5%, Tb PFK inh 3%, ASM inhibitor 2%, Eya2 phos inh -3%, TCR activator 5% and ELG1 repair inh -8%.
For CCNC(=O)COC(=O)Cc1ccc(Cl)cc1Cl the results were a7 integrin act -20%, BCR signal inh inconclusive, TSHR antagonist 9, Mito fusion yeast 22%, A-T KAP1 phos 2%, Tb PFK inh -6%, ASM inhibitor 0%, TSG101-PTAP inh 0%, Eya2 phos inh -24%, TCR activator -8% and ELG1 repair inh 15%.
For Cn1cccc1/C=N/NC(=O)c1ccncc1 the results were a7 integrin act 1%, BCR signal inh 0%, TSHR antagonist 14, Mito fusion yeast -4%, A-T KAP1 phos -6%, Tb PFK inh 2%, ASM inhibitor -1%, TSG101-PTAP inh -3%, Eya2 phos inh 12%, TCR activator 6% and ELG1 repair inh -4%.
CC1=C(C(=O)NC(C)C)C2(CCC(C)CC2)OC1=O (centres undefined) was read as a7 integrin act -3%, BCR signal inh -4%, TSHR antagonist -17, Mito fusion yeast 1%, A-T KAP1 phos -1%, Tb PFK inh 1%, ASM inhibitor 6%, TSG101-PTAP inh 0%, Eya2 phos inh -21%, TCR activator 3%[46.1 µM] and ELG1 repair inh 0%.
CC1=C(C(N)=O)C(c2cccnc2)n2nc(-c3cccc(C)c3)nc2N1 (centres undefined) was read as a7 integrin act -1%, BCR signal inh 1%, TSHR antagonist 2, Mito fusion yeast 6%, A-T KAP1 phos -2%, Tb PFK inh -2%, ASM inhibitor 5%, TSG101-PTAP inh -3%, Eya2 phos inh 9%, TCR activator -2% and ELG1 repair inh -7%.
COc1cc(C)c(S(=O)(=O)Nc2ccccc2F)cc1C was read as a7 integrin act inconclusive, BCR signal inh -1%, TSHR antagonist -12, Mito fusion yeast 25%, A-T KAP1 phos -9%, Tb PFK inh -2%, ASM inhibitor 0%, TSG101-PTAP inh -5%, Eya2 phos inh -31%, TCR activator 1% and ELG1 repair inh -1%.
Screening CCOc1cc(/C=C/C(=O)OCC(=O)NCC2CCCO2)cc(Cl)c1OC (centres undefined) returned a7 integrin act 22%, BCR signal inh -16%, TSHR antagonist 3, A-T KAP1 phos 11%, Tb PFK inh 2%, ASM inhibitor 5%, TSG101-PTAP inh -7%, Eya2 phos inh -19%, TCR activator 2%[46.1 µM] and ELG1 repair inh -1%.
`COc1cc(CC(NC(C)=O)C(=O)NC2CCN(c3c4c(nc5ncnn35)CCC4)CC2)cc(OC)c1` (centres undefined) gave BCR signal inh 7%, TSHR antagonist -7, Mito fusion yeast 3%, A-T KAP1 phos -7%, Tb PFK inh 1%, Eya2 phos inh 7% and ELG1 repair inh -2%.
`COc1ccc(CCNC(=O)C(=O)NCC2CCCN2S(=O)(=O)c2cccs2)cc1` (centres undefined) gave a7 integrin act 22%, BCR signal inh -1%, TSHR antagonist -7, Mito fusion yeast -3%, A-T KAP1 phos 9%, Tb PFK inh 0%, ASM inhibitor 1%, TSG101-PTAP inh 0%, Eya2 phos inh -12%, TCR activator -21% and ELG1 repair inh inconclusive.
Screening CC(=O)c1ccc(C(=O)NC2CCCN(Cc3ccc(Cl)cc3)C2)s1 (centres undefined) returned a7 integrin act -21%, BCR signal inh 3%, TSHR antagonist -8, Mito fusion yeast -1%, A-T KAP1 phos 17%, Tb PFK inh -1%, ASM inhibitor -3%, Eya2 phos inh 6%, TCR activator -1% and ELG1 repair inh -11%.
Screening Cc1nnc(SCC(=O)N2CCN(c3ccccc3)CC2)n(N)c1=O returned a7 integrin act -22%, BCR signal inh -7%, TSHR antagonist 2, Mito fusion yeast 0%, A-T KAP1 phos 3%, Tb PFK inh -6%, ASM inhibitor 3%, TSG101-PTAP inh 0%, Eya2 phos inh 10%, TCR activator 7% and ELG1 repair inh -9%.
`CCCOc1ccc(-c2c(C(=O)N/N=C(\C)c3ccncc3)nnn2-c2nonc2N)cc1` gave a7 integrin act -17%, BCR signal inh 15%, TSHR antagonist 0, Mito fusion yeast 0%, A-T KAP1 phos 1%, Tb PFK inh -1%, ASM inhibitor 3%, TSG101-PTAP inh -4%, Eya2 phos inh -3%, TCR activator 0% and ELG1 repair inh -6%.
`Cc1nnc2sc(SCC(=O)Nc3cccc(Cl)c3)nn2c1=O` gave a7 integrin act -8%, BCR signal inh inconclusive, TSHR antagonist -2, Mito fusion yeast -1%, A-T KAP1 phos 9%, Tb PFK inh -2%, ASM inhibitor 2%, TSG101-PTAP inh -5%, Eya2 phos inh -10%, TCR activator 0% and ELG1 repair inh -8%.
Screening O=c1ccn(Cc2ccccc2)cc1 returned a7 integrin act 0%, BCR signal inh inconclusive, TSHR antagonist 4, Mito fusion yeast -1%, A-T KAP1 phos -16%, Tb PFK inh 2%, ASM inhibitor 0%, Eya2 phos inh -5%, TCR activator 4% and ELG1 repair inh 19%.
Screening COc1ccc(C2C3=C(CC(C)(C)CC3=O)N(CCN3CCOCC3)C3=C2C(=O)CC(C)(C)C3)cc1 returned a7 integrin act 27%, BCR signal inh 8%, TSHR antagonist 2, Mito fusion yeast 0%, A-T KAP1 phos 4%, Tb PFK inh -1%, TSG101-PTAP inh 1%, Eya2 phos inh -16%, TCR activator 2% and ELG1 repair inh 8%.
Screening Cc1ccccc1NC(=O)CCN1C(=O)CSC1=O returned a7 integrin act -5%, BCR signal inh 3%, TSHR antagonist -13, Mito fusion yeast -1%, A-T KAP1 phos 0%, Tb PFK inh 4%, ASM inhibitor 0%, TSG101-PTAP inh -3%, Eya2 phos inh 7%, TCR activator 2%[46.1 µM] and ELG1 repair inh 8%.
